Assay outcomes (PubChem)
4-MU autofl: 4-MU region autofluorescence; max dye-equivalent concentration, M; compound autofluorescence, 340/450 nm, 4-MU equivalents; stronger effect = higher value; AID 589; hit rate 11% among 59,000; in the data active means max dye-equivalent concentration above about 10 nM; inconclusive means mostly about 1.1 nM to 9.6 nM
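Compounds in 100 mM Tris, pH 8.0, incubated 15 min at room temperature, then fluorescence read at 340 nm excitation/450 nm emission. Signal converted to 4-MU dye-equivalent concentration using an on-plate six-point 4-MU standard curve.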
A350 fluor: compounds fluorescent in Alexa 350 spectral region; hit rate 11% among 59,000; Compound autofluorescence, 340/450 nm, Alexa 350 dye-equivalents; stronger effect = higher value; max dye-equivalent concentration, M; in the data active means max dye-equivalent concentration above about 10 nM; inconclusive means mostly about 1.1 nM to 9.6 nM
DNA Pol III inh: blocks replication by bacterial DNA polymerase III holoenzyme; reconstituted DNA polymerase III holoenzyme replication, biochemical; Potency, µM (series often up to 57.1 µM), for the others: at the highest dose activity change, negative = inhibition; hit rate 0.25% among 71,000; AID 603; further: potency means the concentration at half of the fitted maximal effect; on the % scale 0 is the no-effect control and ±100 the full control effect
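Reconstituted *E. coli* holoenzyme (0.35 nM Pol III, 1 nM beta, 154 nM SSB, 2 nM primase) was preincubated with compound for 15 min at RT. Synthesis on 1.4 nM ssM13Gori ran 35 min, then was stopped with PicoGreen/EDTA and read as dsDNA fluorescence.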
BRCT PPI green: blocks human BRCA1 BRCT binding to phosphopeptide, green readout. P38398. BRCA1 BRCT-phosphopeptide binding, green fluorescence polarization. Potency, µM (titrated, usually from 76.9 µM), for the others: at the highest dose activity change, negative = inhibition, hits mostly inhibitors. hit rate 0.05% among 75,000;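 further: potency means the concentration at half of the fitted maximal effect; plate controls were peptide without protein for full effect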
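Compounds were incubated for 12 min at room temperature with a complex of 100 nM fluorescein-tagged pBACH1 decapeptide and 250 nM His-tagged BRCT protein. Buffer was phosphate pH 7.3 with EDTA, DTT and Tween 20. Disruption of binding lowers the polarization signal.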
ALOX15 inhib: inhibitors of human 15-lipoxygenase (ALOX15); P16050; purified 15hLO-1, xylenol orange hydroperoxide absorbance; Potency, µM (series often up to 57.1 µM), for the others: at the highest dose activity change, negative = inhibition, hits mostly inhibitors; hit rate 1.4% among 74,000; AID 887; further: potency means the concentration at half of the fitted maximal effect; on the % scale 0 is the no-effect control and ±100 the full control effect; nearly all actives have a fitted effect of over 55% in size
Target sequence (P16050 whole entry, looked up): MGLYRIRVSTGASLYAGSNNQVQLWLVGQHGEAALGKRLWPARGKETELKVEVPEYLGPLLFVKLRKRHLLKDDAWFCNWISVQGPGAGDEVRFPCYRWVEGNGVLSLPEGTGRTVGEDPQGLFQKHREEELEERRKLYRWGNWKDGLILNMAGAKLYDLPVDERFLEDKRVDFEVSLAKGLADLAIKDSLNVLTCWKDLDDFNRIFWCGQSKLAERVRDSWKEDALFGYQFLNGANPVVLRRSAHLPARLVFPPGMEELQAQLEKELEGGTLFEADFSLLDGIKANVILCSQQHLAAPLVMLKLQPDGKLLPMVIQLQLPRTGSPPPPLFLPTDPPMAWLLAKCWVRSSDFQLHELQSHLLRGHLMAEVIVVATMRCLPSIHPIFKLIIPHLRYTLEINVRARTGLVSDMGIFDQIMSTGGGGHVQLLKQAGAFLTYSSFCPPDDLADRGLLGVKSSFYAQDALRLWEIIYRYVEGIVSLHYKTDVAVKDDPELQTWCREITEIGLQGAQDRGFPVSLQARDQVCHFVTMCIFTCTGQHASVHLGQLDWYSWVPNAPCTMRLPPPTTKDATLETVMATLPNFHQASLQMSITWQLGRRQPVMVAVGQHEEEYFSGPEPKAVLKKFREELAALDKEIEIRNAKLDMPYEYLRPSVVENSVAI
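Purified human 15hLO-1 (40 nM) in 25 mM Hepes pH 7.5, 0.01% Triton X-100, preincubated 15 min RT with compound, then 50 uM arachidonic acid for 6 min. Hydroperoxide read by ferrous/xylenol orange, 30 min; 573/405 nm absorbance ratio gave progress.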
GFP derepression: epigenetic modulators derepressing GFP locus in mouse cells. mouse C127i GFP locus derepression, cytometry, 30 h. Potency, µM (top dose mostly 46.1 µM), without a hit: at the top dose GFP derepression (activation). hit rate 0.09% among 68,000; further: % of control where 0% means no effect
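Read-out is the number of GFP-positive cells, scored as fluorescent objects 20 to 120 um wide, reflecting derepression of a silenced CMV-GFP reporter in murine C127i cells after 30 h compound exposure at 37 C.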
Hsp90 Hop PPI: changes Hsp90-Hop TPR2A binding signal, up or down | AlphaScreen TPR2A-His6 binding biotin-Hsp90 C-terminal peptide | Potency, µM (series often up to 57 µM), without a hit: top-dose activity change, negative = inhibition | hit rate 0.44% among 71,000 | AID 595; active means well fitted curve in either direction with a large enough effect; inconclusive means small, poorly fitted or top-dose-only effect, or another doubt; further: potency means the concentration at half of the fitted maximal effect; on the % scale 0 is the no-effect control and ±100 the full control effect; many of its hits are not listed in these tables
HBB splicing: modulators of hemoglobin beta chain splicing; HBB splicing reporter cell assay, activation; EGFP reporter with mutant IVS2-654 intron; response scale: normalised to 500 nM splice-correcting PNA; Potency, µM (highest dose often 46.1 µM), for the others: at the highest dose activation, actives largely listed as activators; hit rate 0.06% among 65,000; AID 925; further: potency means the concentration at half of the fitted maximal effect; 0% is about no effect
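HeLa cells stably expressing EGFP interrupted by mutant beta-globin intron 2 (IVS2-654), 500/well in 2% FCS. Treated with compound for 2 days at 37C. Splicing correction scored as total well GFP intensity (488 nm excitation, 500-520 nm emission); 500 nM antisense PNA served as control.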
BRCT inh red: BRCT-phosphoprotein interaction inhibition (red fluorophore) | BRCT-phosphopeptide binding, red fluorescence polarization | Potency, µM (top dose mostly 76.9 µM), without a hit: at the top dose activity change, negative = inhibition, most hits filed as inhibitors | hit rate 0.03% among 75,000; further: on the % scale 0 is the no-effect control and ±100 the full control effect
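Fluorescence polarization: 100 nM His-tagged BRCA1 BRCT with 100 nM TAMRA-labelled phospho-BACH1 decapeptide, phosphate buffer pH 7.3 with 150 mM NaCl, DTT, 0.01% Tween 20; 12 min RT. Binding inhibition seen as FP decrease.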
Ub-GFP proteasome: ubiquitin-GFP accumulation via proteasome inhibition. Ubiquitin-GFP reporter cells, proteasome inhibition, GFP fluorescence; response scale: untreated = 0%, 10 µM MG-132 = 100%. Potency, µM (titrated, usually from 45.9 µM), for inactives: at the highest dose activation (GFP accumulation), usual class: activators. 67,000 tested, under 10 active. AID 526; active means well fitted activation curve with a large enough effect, not every such curve was filed as active; inconclusive means small, poorly fitted or top-dose-only effect, or another doubt; inactive means no such curve, though single readings can be large or run the other way; further: potency means the concentration at half of the fitted maximal effect
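U2OS Ub(G76V)-GFP reporter; O/N plating, 0.5% FBS; cpd 46 uM–2.9 nM, 4 h, 37 °C; GFP+ cell count, 488/515 nm; norm. to basal vs 10 uM MG-132; CRC fit.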
CRE Fsk mod: modulators of forskolin-stimulated CRE signaling in CHO cells | CHO CRE-bla reporter (cAMP response element driving beta-lactamase), forskolin EC10, beta-lactamase ratio | Potency, µM (series often up to 38.2 µM), for the others: at the highest dose activity change, negative = inhibition, actives largely listed as activators | hit rate 2.5% among 71,000 | AID 662; active means well fitted activation curve with a large enough effect in the signal ratio, with a control signal flat, not every such curve was filed as active; inconclusive means small, poorly fitted or top-dose-only effect, or effect the other way, or a change in a side signal; the % refers to the signal ratio; further: potency means the concentration at half of the fitted maximal effect; % of control where 0% means no effect
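The 460nm/530nm emission ratio after CCF4 loading defined %Activity, from which AC50 values were obtained. CRE-bla CHO cells received compound dilution series together with an EC10 level of NKH 477 for 3 hours at 37 degrees Celsius.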
* = called active by the depositor; i = inactive; ? = inconclusive; · = no result given; [ ] = dose if it differs, or a comment. Unless noted, the call rests on the fitted dose curve; in most records, active means well fitted curve in the direction sought with a large enough effect; inconclusive means small, poorly fitted or top-dose-only effect, or another doubt; inactive means no such curve, though single readings can be large; an effect the other way counts as inactive or inconclusive.

Under each structure – 4-MU autofl	A350 fluor	DNA Pol III inh	BRCT PPI green	ALOX15 inhib	GFP derepression	Hsp90 Hop PPI	HBB splicing	BRCT inh red	Ub-GFP proteasome	CRE Fsk mod
COc1ccc(-c2noc(CCC(N)=O)n2)cc1OC
 : i	i	-3%	-0.7%	5%	0%	-1%	5.3%[1.84 µM]	-1.5%	8%	?
CC1CCN(C(=O)CSc2nncn2-c2ccccn2)CC1
 : i	i	0%	-1.1%	4%	-2%	-1%	·	-0.2%	-8%	4%
C=CCN1C(=O)CN=C1Nc1cccc(C)c1
 : i	i	6%	1.0%	-6%	-1%	-1%	·	-0.4%	-4%	-6%
O=c1c(-c2ccccc2)nc2cnc(N3CCOCC3)nc2n1-c1ccccc1
 : 2.9e-08M*	3.7e-08M*	-3%	-0.6%	-8%	8%[9.22 µM]	?	1.3%	-2.4%	3%	?
c1ccc(OCCCn2nnc(-c3cccnc3)n2)cc1
 : i	i	-7%	-0.4%	5%	1%	-2%	·	0.6%	1%	-1%
O=C(c1cccc(F)c1)N1CCC[C@@]2(CCN(c3ccncc3)C2)C1
 : i	i	-7%	-2.5%	4%	2%[9.22 µM]	-1%	2.3%	-0.1%	-1%	-6%
CCOC(=O)Nc1cc(OCC)c(NC(=O)C2CC2)cc1OCC
 : i	i	-3%	-0.1%	-1%	0%	-1%	3.5%	1.5%	1%	?
C=C(C)CSc1nc(N)cc(=O)[nH]1
 : i	i	-3%	-1.9%	10%	3%	-13%	·	-0.1%	-3%	?
Cc1sc2nc(CN(Cc3cccs3)C(=O)NC3CCCCC3)[nH]c(=O)c2c1C
 : i	i	-8%	-2.1%	-18%	-6%	-16%	·	-1.6%	-1%	-17%
COc1ccc(NC(=O)c2cc3n(n2)C(C(F)(F)F)CC(c2ccco2)N3)cc1 (configuration not stated)
 : i	i	-2%	-1.0%	-4%	-2%	-2%	·	2.1%	-3%	-16%
Cc1cccc(NC(=O)CSc2nnc(-c3ccco3)o2)c1C
 : i	i	1%	-0.4%	10%	-1%	-1%	1.2%	-0.3%	2%	-7%
CCOc1ccc(-n2c(SC)nc3c(c2=O)SCC3)cc1
 : i	?	-2%	-2.4%	-2%	2%	-2%	-0.2%	1.6%	4%	-3%
O=c1[nH]c2ccccc2n1CCCOc1ccccc1
 : i	i	-2%	-1.6%	3%	-1%	-3%	·	-0.7%	1%	3%
COc1ccc(CCN(CC(=O)NC2CCCC2)C(=O)CCC(=O)Nc2cc(C)on2)cc1OC
 : i	i	3%	-1.4%	11%	1%	-4%	0.2%[57.5 µM]	-0.3%	2%	-1%
CCOc1ccc(NC(=O)CSc2n[nH]c(=O)n2-c2ccccc2)cc1
 : i	i	1%	1.2%	-2%	2%	-1%	4.7%	0.8%	0%	-10%
COc1ccc(-c2noc(-c3ccccc3C(=O)Nc3cccnc3)n2)cc1OC
 : i	i	4%	2.6%	11%	0%	-11%	4.2%	-2.0%	0%	?
COc1cccc(OC)c1-c1nn2c(-c3cc(-c4ccccc4)n[nH]3)nnc2s1
 : i	i	13µM*	32%[activator]	-11%	2%	-8%	-0.7%[1.84 µM]	-13%	8%	?
Cc1cccc(NC(=O)c2ccccc2O)c1C
 : ·	·	-2%[11.4 µM]	-1.5%	-22%[11.4 µM]	0%	-5%[11 µM]	-1.0%[0.0738 µM]	-1.2%	5%[9.17 µM]	?
Cn1cccc1Cc1nnc(SCC(=O)N2CCOCC2)n1-c1ccc(F)cc1
 : ·	·	-2%	1.0%	-14%	·	-2%[2.3 µM]	-0.9%	-0.6%	3%	-2%
COC(=O)N1[C@H](C)C=C[C@]1(Cc1ccccc1)C(=O)NCCCNc1ncc(C(F)(F)F)cc1Cl
 : ·	·	-13%	-6.2%	-22%	·	2%	-0.9%	-4.6%	·	8%
COc1ccc(C(=O)COC(=O)c2ccc(OC)c(OC)c2)cc1OC
 : i	i	1%	0.6%	1%	0%	-2%	0.5%	-0.7%	1%	?
CCCCCn1c(CN2CCN(c3cc(Cl)ccc3C)CC2)nc2c1c(=O)[nH]c(=O)n2C
 : i	i	-9%	-0.5%	-14%	-3%	-1%	0.3%	0.0%	12%	?
Cc1cc(C)nc(NS(=O)(=O)c2cccs2)c1
 : i	i	-3%	1.8%	-14%	0%	?	-0.3%	-3.0%	-6%	-4%
CCCc1nnc(NC(=O)c2c(O)c3cccc4c3n(c2=O)CC4)s1
 : ?	?	-1%	-2.1%	-1%	5%	1%	-0.4%[57.5 µM]	0.8%	6%	-5%
CCOC(=O)Nc1nnc(CCc2ccccc2)s1
 : 1.4e-07M*	1.1e-07M*	-5%	-1.3%	10%	0%	-2%	·	-0.6%	-1%	9%
COC(=O)C(C)Sc1nnc(-c2ccncc2)o1 (configuration not stated)
 : ·	·	-1%	-0.6%	-8%	-2%	0%	-0.1%[9.22 µM]	0.2%	3%	-11%
CCn1nnc(NC(=O)c2cccc(-c3cc4ccccc4oc3=O)c2)n1
 : 2.9e-07M*	3.3e-07M*	-9%	-2.0%	-21%	6%	-2%	-1.4%	0.1%	-1%	10%
Cc1ccc(Cl)cc1N1CCN(Cc2nnnn2C2CCCCC2)CC1
 : i	i	-3%	-0.9%	-18%	2%	7%	·	-0.7%	-1%	10%
COc1cc2cc(C(c3nnnn3C3CCCC3)N3CCCCC3)c(=O)[nH]c2cc1OC (configuration not stated)
 : 3.8e-07M*	3.6e-07M*	0%	-3.9%	6%	14%	1%	-0.1%[57.5 µM]	0.6%	-2%	8%
O=C(c1cnccn1)N1CCC2(CCCN(c3ccc(-c4ccccc4)cc3)C2)CC1
 : i	i	-1%	11%	?	0%[9.22 µM]	-28%	2.9%	2.9%	-5%	12%
Cc1ccc(-n2c(=O)[nH]cc(C(=O)N3CCc4ccccc43)c2=O)cc1
 : ?	?	-3%	-3.0%	1%	-1%	3%	-0.1%	-2.5%	-4%	-6%
COC(=O)c1ccccc1NC(=O)N1CCN(C(=O)c2ccco2)CC1
 : i	?	1%	-2.6%	-7%	7%	-2%	1.5%	-0.9%	9%	13%
O=c1ccnc(SCc2ccccc2Cl)[nH]1
 : i	i	-4%	-0.5%	11%	3%	0%	-0.1%	-2.5%	-2%	?
Cc1nc2cnc(Oc3ccccc3)nc2n(CCC#N)c1=O
 : i	i	0%	3.3%	4%	0%[9.22 µM]	2%	-0.4%	-0.3%	4%	-2%
CCOC(=O)N1CCC(n2c(SCC(=O)NCc3ccccc3)nc3ccccc3c2=O)CC1
 : ?	?	6%	1.2%	-2%	-3%	-2%	3.3%	0.2%	14%	-6%
Cc1nnc(SCC(=O)Nc2ccc(S(=O)(=O)N3CCCC3)cc2)n1N
 : i	i	-7%	-2.1%	6%	2%	-3%	0.3%[57.5 µM]	0.9%	-7%	3%
